Source: PubChem (National Center for Advancing Translational Sciences (NCATS))
ELG1 genotoxic = induces genotoxicity in HEK293T cells with luciferase-tagged ELG1; HEK293T ELG1-luciferase reporter, luminescence, 16 h; Potency, µM (titrated, usually from 46 µM), for inactives: top-dose activity change, positive = activation, hits mostly activators; 1.3% of 330,000 active; note: % of control where 0% means no effect; nearly all actives have a fitted effect of over 60% in size
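Quantitative HTS format in 1536-well plates. HEK293T ELG1-luciferase reporter cells receive test compound and are incubated 16 hr at 37 °C, 5% CO2; ONE-Glo added, 30 min room temperature, then luminescence read.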
NPC1 prom act = activates the NPC1 promoter. Huh7 NPC1 promoter luciferase reporter, 24 h. Potency, µM (doses to about 9.22 µM), without a hit: at the highest dose activation, hits mostly activators. 2.4% of 320,000 active. AID 485313;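 note: % of control where 0% means no effect; nearly all actives have a fitted effect of over 60% in size; reporter is driven by a mutant NPC1 promoter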
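Readout is luciferase luminescence, reflecting NPC1 promoter activation in stably transfected Huh7 cells after 24 h compound exposure at 37 °C in reduced-serum medium with 10% FBS.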
p53 reactivator = restores transcriptional activity of mutant p53; AID 504706; 0.063% of 320,000 active; Potency, µM (top dose mostly 92.2 µM), inactives show at the highest dose activity change, positive = activation, actives largely listed as activators; H1299 p53-A138V BP100-luciferase reporter, luminescence, 24 h; note: % of control where 0% means no effect; nearly all actives have a fitted effect of over 45% in size
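p53-null H1299 cells stably carrying temperature-sensitive p53-A138V and a BP100-luciferase reporter were pinned with compounds (4-point, 1:5 series) and held 24 hrs at 37 deg C. Luminescence was read 10 min after detection reagent.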
uPA generation = blocks generation of uPA at the cell surface. cell surface uPA generation assay, qHTS. Potency, µM (titrated, usually from 38.3 µM), for inactives: at the top dose activity change, negative = inhibition, usual class: inhibitors. 0.31% of 330,000 active. AID 540303; active = well fitted inhibition curve with a large enough effect; inconclusive = small, poorly fitted or top-dose-only effect; inactive = no such curve, though single readings can be large or run the other way; tested in mouse RAW 264.7 cells; note: % is set by controls: 0 for no effect and ±100 for the full control effect; nearly all actives have a fitted effect of over 55% in size
VP16 counter = Gal4-VP16 reporter inhibition counter-screen; Drosophila S2 Gal4-VP16 UAS-luciferase, luminescence, 20 h; Potency, µM (top dose mostly 53.6 µM), inactives show at the highest dose activity, negative = inhibition, actives largely listed as inhibitors; 3.5% of 310,000 active; AID 2546;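 note: Gal4-VP16 expression switched on by copper sulfate through the metallothionein promoter; % is set by controls: 0 for no effect and ±100 for the full control effect; nearly all actives have a fitted effect of over 50% in size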
BRCA1 expr act = activators of BRCA1 expression; MCF7-BRCA1-FFLuc reporter, luminescence, 48 h; response scale: scaled: vehicle 0%, 10 µM genistein 100%; Potency, µM (highest dose often 46.1 µM), inactives show at the top dose activation, hits mostly activators; 1.1% of 380,000 active; AID 624202; note: nearly all actives have a fitted effect of over 80% in size; some results filed as inactive show a strong effect at the top dose
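Using MCF7 cells harboring a BRCA1 firefly luciferase reporter, plated 2 h before compound pinning, the screen measured luminescence after 48 h incubation. Responses were normalized to DMSO and 10 microM genistein, then fitted for concentration-effect.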
FLuc counter = inhibits or activates purified firefly luciferase, miR-21 counter-screen. purified FLuc, Km substrates, luminescence inhibition. AID 588342. P08659. 6.9% of 360,000 active. Potency, µM (doses to about 57.5 µM), for the others: at the top dose activity change, negative = inhibition, usual class: inhibitors;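 note: plate controls were vehicle for no effect and reference inhibitor for full effect; nearly all actives have a fitted effect of over 55% in size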
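Purified P. pyralis luciferase, 10 nM final, with Km-level 10 uM D-luciferin and 10 uM ATP in 50 mM Tris acetate pH 7.5, 10 mM Mg acetate, 0.01% Tween-20, 0.05% BSA; 6-point qHTS titration about 60 µM downward; luminescence read.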
RORgamma inh = inhibitors of mouse ROR gamma transcriptional activity; Drosophila S2 Gal4-RORgamma UAS-luciferase reporter, 20 h; Potency, µM (titrated, usually from 53.6 µM), for inactives: top-dose activity change, negative = inhibition, actives largely listed as inhibitors; 5.4% of 310,000 active; AID 2551; note: % is set by controls: 0 for no effect and ±100 for the full control effect; nearly all actives have a fitted effect of over 60% in size
Target sequence (P51450 whole entry, looked up, the tested form may be a part): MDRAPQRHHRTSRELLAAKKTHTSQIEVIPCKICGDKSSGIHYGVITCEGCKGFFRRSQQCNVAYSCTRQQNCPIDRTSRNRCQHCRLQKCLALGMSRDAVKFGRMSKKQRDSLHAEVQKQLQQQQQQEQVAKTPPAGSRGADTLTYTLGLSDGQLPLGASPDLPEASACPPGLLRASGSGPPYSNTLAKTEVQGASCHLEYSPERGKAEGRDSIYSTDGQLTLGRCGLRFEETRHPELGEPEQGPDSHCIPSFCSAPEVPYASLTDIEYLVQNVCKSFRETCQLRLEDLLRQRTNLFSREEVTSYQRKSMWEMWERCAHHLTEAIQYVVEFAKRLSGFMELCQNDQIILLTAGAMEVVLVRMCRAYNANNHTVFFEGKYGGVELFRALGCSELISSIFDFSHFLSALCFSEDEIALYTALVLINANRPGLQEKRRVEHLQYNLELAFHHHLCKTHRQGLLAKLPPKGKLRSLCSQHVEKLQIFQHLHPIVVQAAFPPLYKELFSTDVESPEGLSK
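Stable Schneider cell line, Gal4 DNA-binding domain fused to ROR gamma, UAS-luciferase. Cmpd 1 hr RT → CuSO4 700 uM final → 20 hr RT → luciferase reagent 10 min → luminescence.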
MBNL1-CUG inh = inhibitors of human MBNL1 binding to CUG repeat RNA; Q9NR56; TR-FRET MBNL1-His/biotin-(CUG)12 binding, 665/545 ratio; Potency, µM (highest dose often 57.5 µM), without a hit: at the highest dose activity change, negative = inhibition, hits mostly inhibitors; 0.036% of 280,000 active; AID 2675; active = well fitted inhibition curve with a large enough effect in the signal ratio, with a control signal flat, not every such curve was filed as active; inconclusive = small, poorly fitted or top-dose-only effect, or effect the other way, or a change in a side signal; inactive = no such curve, though single readings can be large or run the other way; the % refers to the signal ratio; note: % is set by controls: 0 for no effect and ±100 for the full control effect
Target sequence (Q9NR56 whole entry, looked up): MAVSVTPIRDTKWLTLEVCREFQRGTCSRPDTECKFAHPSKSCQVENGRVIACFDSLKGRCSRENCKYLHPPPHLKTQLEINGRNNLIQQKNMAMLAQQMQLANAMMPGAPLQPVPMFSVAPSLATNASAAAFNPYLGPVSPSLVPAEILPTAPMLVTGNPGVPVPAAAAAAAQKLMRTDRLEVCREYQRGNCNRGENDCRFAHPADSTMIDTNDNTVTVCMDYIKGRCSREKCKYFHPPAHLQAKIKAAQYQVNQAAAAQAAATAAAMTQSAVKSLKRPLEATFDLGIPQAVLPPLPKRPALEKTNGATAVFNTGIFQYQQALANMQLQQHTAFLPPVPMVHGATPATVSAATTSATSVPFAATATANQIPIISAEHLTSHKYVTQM
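Inhibition of protein-RNA binding appears as loss of TR-FRET between terbium anti-His antibody on MBNL1-His and streptavidin-XL665 on biotin-(CUG)12. Activity is normalized to buffer-only and uninhibited-complex controls.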
Rab9 promoter act = activates the Rab9 promoter; Huh7 Rab9 promoter-luciferase reporter, luminescence, 24 h; Potency, µM (doses to about 9.22 µM), for the others: top-dose activation, negative = inhibition, hits mostly activators; 2.8% of 320,000 active; note: % of control where 0% means no effect; nearly all actives have a fitted effect of over 60% in size
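Steps: seed 1500 Huh7 Rab9-luc cells per well, rest 2 h at 37 °C; add compound in DMSO; incubate 24 h; add luciferase reagent, 10 min ambient; read luminescence.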
Active calls of the source: *; ? = inconclusive; . = not tested or not shown; & = joins results of further samples; [ ] = remark or other dose. Unless noted, calls come from the whole dose curve; as a rule, active = well fitted curve in the direction sought with a large enough effect; inconclusive = small, poorly fitted or top-dose-only effect, or another doubt; inactive = no such curve, though single readings can be large; an effect the other way counts as inactive or inconclusive. Potency is the fitted concentration of half-maximal effect.

Values run as follows: uPA generation, NPC1 prom act, MBNL1-CUG inh, Rab9 promoter act, RORgamma inh, ELG1 genotoxic, BRCA1 expr act, VP16 counter, p53 reactivator, FLuc counter
CCc1cc(C(N)=O)c(NC(=O)c2ccc(OC)cc2)s1
    -7.1%, 23.6%, 2.7%, ?, 3.8%, ?, 16.5%, 0.4%, 22.2%, 6.01µM*
CCc1cc2ccc(C)cc2nc1SCC(=O)NNC(=O)c1ccco1
    9.8%, 1.1%, ., -0.7%, -16.0%, -1.6%, -18.8%, 3.7%, -3.5%, 3.4%
Cc1ccc(N2C(=O)Nc3ccccc3C2(O)C(=O)N2CCN(c3ccccn3)CC2)cc1C (stereo not given)
    -8.1%, -3.3%, ., -1.9%, 4.4%, 1.6%, -25.2%, ?, 0.8%, ?
CCc1ccc(NC(=S)N2CCN(C)CC2)cc1
    -7.5%, 29.2%, -0.4%, ?, ?, ?, 11.2µM*, ?, ?, 6.01µM*
CC(C)(C)NS(=O)(=O)c1ccc(CCC(=O)N2CCOCC2)cc1
    6.1%, -0.3%, -12.4%, -6.3%, -9.9%, -2.2%, -17.5%, 0.4%, -3.5%, 3.6%
Cc1ccc([N+](=O)[O-])cc1NC(=O)c1ccc(-c2ccccc2)cc1
    -0.3%, 22.2%, 3.7%, -4.5%, -15.5%, 14.6%, -36.6%, 4.4%[0.365 µM], 5.2%, 4.5%
COc1cccc(OCCCCN2CC(C)OC(C)C2)c1 (stereo not given)
    2.0%, -1.1%, -4.4%, 0.6%, 1.4%, 0.5%, -0.5%, 0.5%, 1.6%, -0.6%
CCCCCOC(=O)C1C(c2ccccc2)C(C(=O)O)C1c1ccccc1 (stereo not given)
    1.2%, -5.4%, -13.6%[11.5 µM], 0.1%, 34.9%, 0.5%, -34.0%, 0.1%, -17.8%, 0.3%
O=C(Nc1nc(-c2ccccc2)ns1)c1ccncc1
    2.2%, 23.8%, -7.9%, 28.2%, 15.9%, 0.9%, -19.1%, 2.3%, 15.9%, 10.7µM*
CCCCC(=O)Nc1ccc2oc(-c3ccncc3)nc2c1
    -4.1%, 2.1%, 6.9%, 4.0%, 7.1%, 17.8%, 58.0%, 5.1%, 7.7%, -20.0%
Cc1ccsc1C(=O)NNC(=O)C1CCCCC1C(=O)O (stereo not given)
    -0.6%, 2.0%, 0.7%, -4.5%, -0.7%, ?, -8.2%, ?, ?, ?
O=C(Oc1ccc(OC(=O)N2CCOCC2)cc1)c1ccccc1
    -3.0%, -4.0%, 2.2%, -3.8%, 32.6%, ?, 0.0%, -8.5%, ?, ?
Cc1cc(S(=O)(=O)Nc2cc(C)c(O)c(C)c2)c(C)s1
    ., -0.4%, -4.1%, -11.6%, ?, -4.8%, -7.4%, ?, 7.7%, -4.3%
Cc1ccc(C)c(CSC2=NN3CCCC(=O)N=C3S2)c1
    1.8%, -1.2%, 1.4%, 3.8%, 40.8%, -5.5%, 18.1%, 3.9%, 3.2%, -3.5%
CCOC(=O)CSc1nc2ccccc2c(=O)n1C1CCCC1
    -1.2%, 2.3%, -5.4%, -7.5%, 10.6%, 3.4%, -22.4%, 14.4%, -2.1%, 3.8%
Cc1sc2ncnc(Sc3nnnn3-c3ccccc3)c2c1C
    ?, 1.7%, 1.6%, -1.4%, -102.2%, -23.6%, -52.6%&-44.3%, ?, -22.2%, 2.7%
CC(O)CSc1nc2c(c(=O)n(C)c(=O)n2C)n1CCCc1ccccc1 (stereo not given)
    -1.9%, -1.5%, -9.0%, -1.6%, 0.0%, -0.8%, -12.1%, -10.8%, 1.0%, 4.5%
CCN(CC)CCN1C(=O)c2oc3ccccc3c(=O)c2C1c1ccccc1 (stereo not given)
    4.7%, 1.7%, 8.0%, 0.6%, 28.4%, 0.2%, 9.4%, -8.5%, -1.9%, -0.9%
Cc1ccc(-c2nc(N)sc2-c2ccccc2)cc1C
    1.9%, -0.7%, 10.9%, -2.8%, 7.94µM*, 2.0%, -61.3%, 10µM*, 7.6%, -13.7%
Cc1nc2sc(C(N)=O)c(N)c2c2c1CCCC2
    -0.2%, ?, ?, 10.5%, 5.62µM*, -18.5%, 41.1%, 4.9%, 1.0%, 12µM*
Cc1ccc2c(c1)-n1c(nc3cc(F)ccc3c1=O)C(Cc1ccccc1)NC2=O (stereo not given)
    ., 0.3%, ., -1.0%, ., 0.2%, ., ., -13.1%, -0.7%
CCCn1c(SCC(=O)c2ccc3c(c2)OCCO3)nc2c1c(=O)n(C)c(=O)n2C
    4.2%, 0.0%, 3.8%, 1.8%, 0.9%, -0.3%, 8.1%, -0.8%, -3.7%, -6.8%
O=P(O)(CCCP(=O)(O)CCc1ccccc1)CCc1ccccc1
    -0.2%, 0.6%, -15.8%, 5.2%, -6.5%, -0.4%, 2.7%, -5.4%, 3.7%, -1.9%
Cc1ccc2nc(C)cc(Nc3ccc4c(c3)OCCO4)c2c1
    -10.4%, 3.5%, 14.3%, -1.4%, 10.1%, 28.9%, -35.7%, ?, 10.2%, ?
COc1cc(/C=N/NC(=O)Nc2ccccc2)ccc1OCCOc1ccccc1C
    ., -4.4%, ?, -12.2%, ?, 16.7%, -71.5%, 21.1%[0.365 µM], 14.5%, 3.2%
Cc1ccc(CN2CCN(c3ncccn3)CC2)o1
    0.7%, -0.5%, -2.9%, 8.5%, ?, 0.6%, 3.3%, -9.6%, -3.1%, -2.2%
COc1ccc(CCNC(=O)C(C)OC(=O)c2cccs2)cc1OC (stereo not given)
    4.4%, 3.2%, -5.3%, 0.6%, 22.3%, -6.7%, -4.0%, -0.9%, 0.2%, -1.6%
O=C(CN1C(=O)C2CCCCC2C1=O)OCC(=O)c1ccc(Cl)s1 (stereo not given)
    4.2%, 3.6%, ., 11.7%, 18.4%, 1.4%, 0.0%, 6.0%, 3.7%, 0.3%
O=C(NCC(c1ccco1)N1CCN(c2ccccc2F)CC1)C(=O)NC1CCCC1 (stereo not given)
    9.1%, -0.7%, ., -3.7%, ., -0.9%, -12.7%, ., -0.9%, -3.2%
COC(=O)c1cnc2c(c(C)nn2C)c1OC
    0.8%, 5.6%, ., -1.1%, 28.8%, 1.5%, -20.6%, 1.8%, -8.9%, 3.0%

A few values from the list.
Rab9 promoter act with Cc1ccc(-c2nc(N)sc2-c2ccccc2)cc1C reads -2.8%
FLuc counter with O=C(CN1C(=O)C2CCCCC2C1=O)OCC(=O)c1ccc(Cl)s1 (stereo not given) reads 0.3%

Remaining list, next part.
Values run as follows: uPA generation, NPC1 prom act, MBNL1-CUG inh, Rab9 promoter act, RORgamma inh, ELG1 genotoxic, BRCA1 expr act, VP16 counter, p53 reactivator, FLuc counter
COc1ccc(N2CCN(C(C)C(=O)N(C)Cc3ccccc3)CC2)cc1 (stereo not given)
    3.9%, -1.6%, -1.4%, -3.4%, 38.5%, -2.5%, 3.6%, 1.8%, -1.9%, 3.7%
Cc1ccc(S(=O)(=O)N2CCC(=O)N(C(COCc3ccccc3)Cc3ccccc3)CC2)cc1 (stereo not given)
    3.1%, -0.1%, -6.1%, -5.7%, -2.7%, -9.0%, -53.0%, -7.7%, 8.4%, 2.9%
C=C(C)c1ccc(C(C)(C)NC(=O)N2CCN(C)CC2)cc1
    0.9%, -3.4%, -2.8%, 0.1%, -11.9%, -4.6%, -31.9%, 5.7%, -17.9%, -0.4%
CC(C)(C)NC(=O)NC(=O)COC(=O)CNS(=O)(=O)/C=C/c1ccccc1
    7.2%, 0.2%, -3.1%, -4.3%, -7.7%, 1.5%, -2.7%, 2.6%, 3.8%, 0.6%
COc1ccccc1N1CCN(C(=O)C2CCC(Cn3c(=S)[nH]c4ccccc4c3=O)CC2)CC1 (stereo not given)
    3.8%, -2.5%, -4.3%, -10.4%, 2.51µM*, -0.6%, -0.7%[1.84 µM], 5.01µM*, 1.5%, 5.5%
Cc1nc(Nc2ccccc2)sc1C(=O)Nc1ccccc1
    6.8%, ?, 19.0%, ?, ?, ?, 6.31µM*, 9.2%, 7.0%, ?
O=C(COCC(=O)Nc1cccc(C(F)(F)F)c1)Nc1cccc(C(F)(F)F)c1
    ., -1.4%, -13.0%, -3.2%, 22.4µM*, -1.9%, -34.2%, ?, -14.9%, -1.5%
COc1ccc(CCn2c(C)cc3c(c2=O)C(c2ccc4c(c2)OCO4)C(C#N)=C(N)O3)cc1OC (stereo not given)
    -3.1%, -4.1%, -17.8%, 6.2%, 1.4%, -7.1%, -40.1%, -0.9%, -6.7%, -2.3%
CCOC(=O)c1c(C)n(C)c2ccc(OCC(N)=O)cc12
    -9.3%, -2.1%, 3.0%, -3.3%, 31.3%, -10.2%, 5.2%, -8.9%, -4.0%, 5.2%
Cc1ccc(SCC(=O)Nc2cccc(NC(=O)c3ccco3)c2)cc1
    -0.5%, -1.0%, -8.2%, 4.5%, 8.8%, -3.2%, 22.7%, -0.2%, 7.2%, 19µM*
